Compound activity as filed in PubChem.
iPSC survival up – enhancers of single-cell hiPSC survival, primary screen, ATPlite luminescence | 100% = ROCK inhibitor wells, 0% = DMSO | survival enhancement, % at 20 µM | 360,000 tested, 0.044% active; in the data active = survival enhancement above about 18%;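 note: cells exposed to compounds for 16 hours before the ATP read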
HIF-2a inh – HIF-2a reporter inhibitors, primary screen, luminescence, 786-0 RCC cells. 786-0 RCC cells HIF-2a reporter, luciferase luminescence, overnight. inhibition, % at 18.8 µM. 360,000 tested, 0.72% active. AID 624352, 2012;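 active = inhibition of the luminescence signal of 40% or more relative to plate controls, in a single-dose primary screen at 18.75 µM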
PDI inh – inhibitors of human PDI, primary screen, biochemical, turbidity, single point, plate reader; Protein disulfide-isomerase (Homo sapiens), P07237; PDI insulin aggregation turbidity, A650, 90 min; inhibition, % at 10 µM; 350,000 tested, 0.052% active; AID 588391, 2011;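 active = mean inhibition across replicates of 30% or more, whatever share of single replicates reach that level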;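 note: absorbance from insulin aggregation driven by PDI reduction with DTT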
Target sequence (P07237 whole entry, looked up): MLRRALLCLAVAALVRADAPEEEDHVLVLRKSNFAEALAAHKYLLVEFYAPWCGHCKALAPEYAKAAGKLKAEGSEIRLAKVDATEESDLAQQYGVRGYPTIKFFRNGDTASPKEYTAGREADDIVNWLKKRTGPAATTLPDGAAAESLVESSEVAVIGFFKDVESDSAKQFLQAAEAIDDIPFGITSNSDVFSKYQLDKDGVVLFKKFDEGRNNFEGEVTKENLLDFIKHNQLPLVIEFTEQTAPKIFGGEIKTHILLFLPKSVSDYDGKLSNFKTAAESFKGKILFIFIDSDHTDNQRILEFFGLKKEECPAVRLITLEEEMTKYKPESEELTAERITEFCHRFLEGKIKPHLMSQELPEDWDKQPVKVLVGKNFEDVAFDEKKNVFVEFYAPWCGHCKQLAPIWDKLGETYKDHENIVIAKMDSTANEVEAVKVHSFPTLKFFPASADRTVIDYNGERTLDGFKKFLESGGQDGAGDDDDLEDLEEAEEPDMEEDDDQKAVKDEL
TRPM1 prom inh – inhibitors of MITF-dependent TRPM1 promoter reporter, primary screen, cell-based, SK-MEL-5, single point, luciferase; SK-MEL-5 TRPM1 promoter luciferase, 24 h; inhibition, % at 12.5 µM; 330,000 tested, 0.83% active; AID 488899, 2010;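 active = mean inhibition across replicates of 60% or more, whatever share of single replicates reaches that level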; note: values of inactives mirror those of a sister screen read the other way
Peg3 promoter – Peg3 promoter-driven luciferase inhibitors, primary screen, cell-based, HeLa, luciferase luminescence; HeLa PEG-Prom luciferase reporter, overnight; 360,000 tested, 1.7% active; AID 588405, 2011; inhibition, % at 20 µM;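 active = inhibition of at least 50% at 20 µM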
aDG glyco up – activators of alpha-DG glycosylation, primary screen, uHTS, Pro5-aDG cells, AlphaScreen; 360,000 tested, 0.22% active; alpha-DG glycosylation AlphaScreen (IIH6); 0% Pro5, 100% B10-LARGE cell signal; AID 624168, 2012; activation, % at 10 µM;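 active = activation of at least 8% versus controls, or a plate z-score of at least 8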;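 note: Pro5 are CHO cells carrying HIG-tagged alpha-DG that lacks glycosylation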
Granule exo inh – LAMP-1 surface exposure blockers, TALL-104 cells – cell-based, flow cytometry, MLPCN library, primary screen | TALL-104 LAMP-1 surface exposure; cells stimulated with thapsigargin and PMA | inhibition, % at 10 µM | 360,000 tested, 0.66% active | AID 651702, 2012;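 active = inhibition above about 55%, limit read from the data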
NR2E3 ag-1 – NR2E3 agonists in two-hybrid cells, primary screen, cell-based, luminescence, CHO-S, Gal4-NCOR/VP16-NR2E3; luciferase; inhibition of corepressor binding, % at 3.98 µM; 360,000 tested, 0.35% active; AID 602229, 2012;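 active = inhibition above the mean of all tested compounds plus 3 SD, cut at about 70% in these data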;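 note: 0% = DMSO with NR2E3 transfected cells and 100% = cells lacking NR2E3 construct; higher means lower luciferase signal from less NR2E3 corepressor binding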
Target sequence (Q9Y5X4 whole entry, looked up, the tested form may be a part): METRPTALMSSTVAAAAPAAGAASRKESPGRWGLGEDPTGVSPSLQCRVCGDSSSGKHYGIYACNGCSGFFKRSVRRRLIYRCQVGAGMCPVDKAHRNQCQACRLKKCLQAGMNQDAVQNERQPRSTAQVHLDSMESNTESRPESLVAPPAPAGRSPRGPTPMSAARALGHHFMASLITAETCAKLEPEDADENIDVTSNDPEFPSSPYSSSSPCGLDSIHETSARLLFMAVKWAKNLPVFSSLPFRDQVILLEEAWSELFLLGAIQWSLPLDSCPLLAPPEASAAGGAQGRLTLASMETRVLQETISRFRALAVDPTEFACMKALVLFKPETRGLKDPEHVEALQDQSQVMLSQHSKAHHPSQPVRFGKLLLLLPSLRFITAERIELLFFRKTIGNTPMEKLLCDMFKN
CaV13 FRET inh – Primary screen for inhibitors of IQ motif and Ca2+-dependent inactivation inhibitor domain binding in CACNA1D, Förster resonance energy transfer in living cells, …; HEK cells, CFP/YFP FRET ICDI-IQ, plate reader, 10 min; percent FRET-ratio fall versus neutral wells; inhibition, % at 12.3 µM; 340,000 tested, 0.098% active; AID 743397;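 active = mean replicate inhibition of at least 30% and at least 1% of replicates passing that level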;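 note: 0% = median of the neutral control wells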
Vif inh – HIV Vif self-association inhibitors, primary screen, imaging, HEK293T, single point. HEK293T cells, Vif self-association by quenched fluorescence, 24 h. inhibition, % at 7.49 µM. 340,000 tested, 0.35% active. AID 602346, 2012; in the data active = inhibition above about 50%, passing the limit was not always enough; note: some results filed as inactive read as strong as hits
NR2E3 ag-2 – inhibitors of NR2E3-RetCOR corepressor binding, primary screen, NR2E3 agonist project, biochemical, TR-FRET, GST-NR2E3, biotin-RetCOR; inhibition of corepressor binding, % at 4.78 µM; AID 2300, 2010; 320,000 tested, 0.12% active; 1536-well;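 active = percent inhibition above the cutoff of mean plus 3 SD of all tested compounds, set per screening campaign, cut at about 20% in these data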;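 note: 0% = DMSO wells and 100% = biotin wells as full block of FRET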
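Format: 1536-well format; test system: GST-NR2E3 and biotin-RetCOR proteins; read-out basis: percent inhibition of TR-FRET ratio; timing: 5 h incubation at 4 °C; detection: time-resolved FRET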
Active calls of the source: *; . = not tested or not shown.

A first look:
SMILES	iPSC survival up	HIF-2a inh	PDI inh	TRPM1 prom inh	Peg3 promoter	aDG glyco up	Granule exo inh	NR2E3 ag-1	CaV13 FRET inh	Vif inh	NR2E3 ag-2
COc1cccc(C(=O)NC(=S)Nc2cccnc2)c1	-0.5	-109	12	-13	-108	0.0	-1	-22	-2	3	-1
C(=N\n1cnnc1)/c1cccc(OCCOc2ccccc2)c1	0.3	-71	-2	-17	-187	0.0	0	-119	-6	0	1
COc1ccc(C(=O)NCC(=O)OCC(=O)N2CC(C)CC(C)C2)cc1 (stereo unspecified)	3.4	10	-7	-2	10	-0.1	-2	2	-5	.	3
Cc1ccsc1/C=N/n1c(-c2cccnc2)n[nH]c1=S	0.9	12	-8	9	7	0.1	9	10	-2	-15	2
CCOc1cc(NC(=S)NCC2CCCO2)c(OCC)cc1NC(=O)c1cccc(C)c1 (stereo unspecified)	-3.7	-2	0	-10	-4	-0.2	-1	13	-4	-17	0
Cc1cc(C)cc(NC(=O)CSc2nnc(-c3ccccc3)n2N)c1	0.8	-16	1	11	-3	0.0	-2	2	-4	-4	1

This part in full (from the top)
SMILES	iPSC survival up	HIF-2a inh	PDI inh	TRPM1 prom inh	Peg3 promoter	aDG glyco up	Granule exo inh	NR2E3 ag-1	CaV13 FRET inh	Vif inh	NR2E3 ag-2
COc1cccc(C(=O)NC(=S)Nc2cccnc2)c1	-0.5	-109	12	-13	-108	0.0	-1	-22	-2	3	-1
C(=N\n1cnnc1)/c1cccc(OCCOc2ccccc2)c1	0.3	-71	-2	-17	-187	0.0	0	-119	-6	0	1
COc1ccc(C(=O)NCC(=O)OCC(=O)N2CC(C)CC(C)C2)cc1 (stereo unspecified)	3.4	10	-7	-2	10	-0.1	-2	2	-5	.	3
Cc1ccsc1/C=N/n1c(-c2cccnc2)n[nH]c1=S	0.9	12	-8	9	7	0.1	9	10	-2	-15	2
CCOc1cc(NC(=S)NCC2CCCO2)c(OCC)cc1NC(=O)c1cccc(C)c1 (stereo unspecified)	-3.7	-2	0	-10	-4	-0.2	-1	13	-4	-17	0
Cc1cc(C)cc(NC(=O)CSc2nnc(-c3ccccc3)n2N)c1	0.8	-16	1	11	-3	0.0	-2	2	-4	-4	1
COC(=O)c1cn(NC(=O)Cc2cccc(OC)c2)c(=O)c2ccccc12	0.3	3	-1	0	4	-0.1	-3	1	-3	-18	-4
CC1(C)Cc2c(C#N)c(NCC3CCCO3)nc(-c3ccco3)c2CO1 (stereo unspecified)	20*	23	4	0	12	0.1	6	-5	.	-1	-2
Cc1oc2cc(O)ccc2c(=O)c1-c1ccccc1	0.3	-25	-9	2	-22	0.7	0	8	-7	4	-1
O=C(O)CC(=O)Nc1cc(Cl)ccc1O	1.5	7	-9	-4	15	0.1	-1	15	.	-5	2
O=C(Nc1cc(C(F)(F)F)ccc1N1CCCC1)C1CCCO1 (stereo unspecified)	-0.3	5	-11	.	8	-0.1	6	-4	-6	1	3
CCCC1OC2CC3C4CCC5=CC(=O)C=CC5(C)C4C(O)CC3(C)C2(C(=O)O)O1 (stereo unspecified)	-0.1	29	-10	-12	1	-0.1	6	-16	-4	15	0
O=C1N=C(N2CCCCC2)S/C1=C\c1ccccc1F	0.0	-218	4	-49	-172	0.2	5	-43	-20	-2	-4
CC(=O)c1ccc(OCc2cc(C(=O)N(C)CC3COc4ccccc4O3)no2)cc1 (stereo unspecified)	-1.1	-157	7	.	-175	0.1	0	-44	-15	-5	.
Cc1ccc(OC/C(=N\O)C(C)(C)C)c([N+](=O)[O-])c1	2.2	-159	-3	-30	-128	-0.2	1	-65	2	-7	1
O=C(CSc1cnc2ccccc2n1)NC1CCCC1	3.8	-22	-3	-15	-3	0.1	-2	-4	-4	-10	14
O=C(c1cc2cc(Br)ccc2o1)N1CCCCC1	-0.7	-257	-5	-29	-265	0.1	-1	-141	1	-5	-3
O=S(=O)(N(Cc1ccccc1)[C@@H](CO)Cc1ccccc1)N(Cc1ccccc1)[C@@H](CO)Cc1ccccc1	-1.3	11	1	3	11	0.3	0	-1	-9	-7	.
O=[N+]([O-])c1ccc(N2CCN(C(=S)NCc3ccc(Cl)cc3)CC2)cc1	2.2	4	-3	-2	15	0.7	68*	54	-6	.	1
C[N+]1(CCCCSc2ccc(O)cc2)CCCCC1	3.0	12	-1	12	8	-0.2	3	5	-3	-1	-3
COc1cccc(S(=O)(=O)Nc2ccc3c(c2)[C@@H]2C[C@H](CC(=O)NCCc4ccccc4)O[C@H](CO)[C@@H]2O3)c1	5.1	-2	-2	.	11	-0.2	3	-20	-8	.	.
COc1cc(C(=O)NCCN=C2NS(=O)(=O)c3ccccc32)cc(OC)c1OC	-0.1	-6	-4	9	-4	0.1	2	-3	-5	25	5
CCC(CC)NC(=O)Cc1ccc(S(=O)(=O)N2CCOCC2)s1	-0.9	9	2	-3	9	-0.1	0	1	-4	-3	2
Cc1ccc(CN2CCC(c3cc(-c4ccc(Cl)cc4)n[nH]3)CC2)cc1	-0.5	15	-31	1	31	2.8	51	4	-10	-14	-1
Cc1cc(C)nc(OC(C(=O)O)C(OCc2ccccc2)(c2ccccc2)c2ccccc2)n1 (stereo unspecified)	-0.2	15	5	-4	19	0.0	10	-31	-4	2	0
Cn1cc(S(=O)(=O)N2CCOCC2)cc1C(=O)Nc1ccc(Cl)cc1	-0.7	11	.	6	10	0.5	2	1	-6	7	2
COc1ccc(N=c2scc(C)n2CCCN2CCCC2=O)cc1	-0.4	10	15	-3	-2	-0.3	-2	-11	-6	3	-3
Cc1cccc(NC(=S)NNC(=O)c2ccc3c(c2)OCO3)c1	-4.1	-188	5	-46	-251	0.5	9	-135	-5	0	0
O=C(NC(=S)N1CCN(c2nc(-c3ccccc3)cs2)CC1)c1cccnc1	-0.2	-69	1	10	-40	0.5	-1	3	-6	-3	-4
CC(C)(C)OC(=O)NCc1ccc(CNC(=O)c2ncn(Cc3ccccc3)c2C(=O)NCc2ccc(CNC(=O)OC(C)(C)C)cc2)cc1	-1.9	8	-2	6	-2	0.4	-3	-16	-11	14	.
O=C1CCN(Cc2ccc(Br)cc2)CCN1CCO	-1.0	10	-2	6	-2	0.0	-14	-14	-5	-3	3
CC(=O)N1CCc2cc(S(=O)(=O)NC(Cc3ccccc3)C(=O)O)ccc21 (stereo unspecified)	0.1	13	-5	19	7	0.0	-1	7	-5	0	0
Cc1cn(CC(=O)NCCc2ccccn2)c(=O)[nH]c1=O	3.1	6	-1	-3	-9	-0.3	-5	2	-3	10	.
CC(NS(=O)(=O)c1ccccc1)C(N)=O (stereo unspecified)	-2.2	11	-18	-9	18	0.1	2	3	-6	-4	2
COc1ccc(CC(NC(C)=O)C(=O)NC2CCN(C(=O)Nc3ccccc3Cl)CC2)cc1OC (stereo unspecified)	0.3	2	-3	5	0	0.0	1	-19	-4	2	5
O=C(Nc1cccc(Cl)c1)OC1CCCCc2cccnc21 (stereo unspecified)	0.0	-3	0	5	10	0.0	-3	13	-4	-5	1
N#Cc1ccc(NC(=O)CSc2nc3[nH]c(=O)cc(O)c3s2)cc1	-0.5	7	-2	-3	-1	0.2	4	5	-2	19	3
CN(CC(=O)Nc1ccc(F)cc1)C(=O)COC(=O)C1=COCCO1	-0.1	1	5	2	6	0.1	7	6	-17	1	3
CCOc1cc(C(=O)N/N=C/c2ccoc2)cc(OCC)c1OCC	-0.3	6	9	13	8	0.2	-3	31	-10	21	.
CCOc1ccc(-n2c(CCc3ccccc3)n[nH]c2=S)cc1	-0.2	9	0	-1	5	0.0	-2	-11	-7	-6	-1
NC(=O)c1ccccc1NS(=O)(=O)c1ccc2c(c1)OCCO2	2.0	9	0	6	10	-0.3	10	8	-5	-12	-3
Cc1ccccc1SCC(=O)NCC1(N2CCCCC2)CCCCC1	0.5	0	22	.	-12	-0.1	4	12	-6	32	.
Cc1ccc(C2(c3ccccc3)NC(=O)N(CC(=O)N(C)C3CCS(=O)(=O)C3)C2=O)cc1C (stereo unspecified)	0.6	15	-2	-2	-6	-0.2	-2	-7	-4	13	6
CC(C)CC(=O)c1c[nH]c(C(=O)N2CCN(Cc3ccccc3)CC2)c1	-0.4	17	12	-8	5	-0.1	-2	-7	-8	-5	-1
CC(=O)Nc1ccc(C2=NNC(=Nc3cccc(S(=O)(=O)N(C)C)c3)SC2)cc1	-2.1	5	-3	-5	15	-0.1	1	-2	.	-9	-2
CC1CN(C(=O)CCS(=O)(=O)c2ccccc2)CC(C)O1 (stereo unspecified)	0.1	-23	11	-17	-12	-0.1	11	10	-3	-7	0
CC(C)C[C@@H](CSc1ccccc1)N1CCN(CC(C)C)CCC1=O	1.5	-254	1	-100	-212	0.4	-1	-59	-4	1	5
Cc1cc(C)nc(NC(=O)C2c3ccccc3Oc3ccccc32)n1	-0.6	18	10	5	6	0.5	-1	4	-4	3	2
Cc1cccc(-n2c(O)c(C=Nc3ccc(O)cc3)c3ccccc3c2=O)n1	-2.3	-5	-4	-16	8	-0.3	1	-13	-6	0	1
O=C(O)CSCC(=O)N1CCCCC1	1.9	17	-5	5	20	-0.2	-3	5	-1	8	1
S=C(NC1CC1)SCc1ccco1	-0.4	-3	3	40	16	-0.1	-1	23	-2	11	-1
COc1cc(C)c(S(=O)(=O)n2ccc(C)n2)cc1C	-2.3	7	4	3	12	-0.1	0	-35	-5	2	-2
CCOC(=O)c1[nH]c(C)c(C(=O)OCC(=O)NCc2ccc(OC)cc2)c1C	0.2	5	-13	11	24	0.0	-9	6	-3	-1	-2
O=C(c1ccc(F)cc1)N(Cc1ccco1)C1CCS(=O)(=O)C1 (stereo unspecified)	2.4	12	-9	8	7	0.1	2	7	-5	.	-4
CCCc1ccc2oc(C(=O)NCCN3CCCC(O)C3)c(C)c2c1 (stereo unspecified)	0.2	-90	-1	-44	-60	0.7	29	10	-6	30	.
Cc1ccc(C(C(=O)NC2CCCC2)N(Cc2ccccc2)C(=O)c2csnn2)o1 (stereo unspecified)	-0.6	13	4	6	3	-0.1	7	-14	-3	14	6
CC(C)N(Cc1ccccc1)C(=O)COc1ccccc1	1.2	11	-3	4	35	0.1	-15	5	-3	1	3
COc1ccc(S(=O)(=O)NCc2ccc(C(=O)O)cc2)cc1	-1.4	3	-1	-1	1	-0.2	0	9	-8	-7	3
COc1ccc(OC)c(NC(=O)C23CCC(C)(C(=O)O2)C3(C)C)c1 (stereo unspecified)	-0.9	16	1	2	22	-0.2	-1	-20	-1	-8	2
